Assay outcomes deposited in PubChem BioAssay by several laboratories.
Spn MK inh: S. pneumoniae MK inhibitors, primary screen, biochemical, PK/LDH-coupled NADH absorbance. AID 555, 2006. mevalonate kinase [Streptococcus pneumoniae D39]. 0.48% of 65,000 active. inhibition, % at 10 µM. purified MK, PK/LDH-coupled NADH absorbance 340 nm;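 active = ranked among the strongest by inhibition in the single 10 µM screen, a fixed top-ranked set picked for dose follow-up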; also: no value below 0 was filed
LYP inhibition: LYP phosphatase inhibitors, primary screen, biochemical, DiFMUP fluorescence, recombinant catalytic domain, 10 µM (AID 606); 52,000 tested, under 10 active; Tyrosine-protein phosphatase non-receptor type 22 (Homo sapiens); inhibition, % at 10 µM, or IC50 in µM where a hit was titrated; recombinant LYP catalytic domain, DiFMUP fluorescence; higher % means a stronger effect;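 active = IC50 under 40 µM in the dose-response test; inactive = IC50 of 40 µM or more, or never dose-tested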
Spn DPM-DC inh: S. pneumoniae DPM-DC inhibitors, primary screen, biochemical, PK/LDH-coupled NADH fluorescence. diphosphomevalonate decarboxylase (Streptococcus pneumoniae D39). purified DPM-DC. calls only at 10 µM. 0.49% of 65,000 active;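 active = the 320 compounds with the highest percent inhibition in the single-dose primary screen, excluding strongly autofluorescent ones, cut at about 32% in these data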;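 also: kinetic rate of NADH fluorescence loss reporting ADP formed by the decarboxylase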
Spn PMK inh: S. pneumoniae PMK inhibitors, primary screen, biochemical, mevalonate pathway, pilot trial included; purified PMK, PK/LDH-coupled NADH absorbance 340 nm; phosphomevalonate kinase (Streptococcus pneumoniae D39); inhibition, % at 10 µM; 0.49% of 65,000 active;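 active = top-ranked compounds by inhibition in the single 10 µM screen, taking a fixed number of the strongest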;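 also: 0% = full reaction with DMSO carrier and 100% = background rate without enzyme reaction; no value below 0 was filed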
Bfl-1 displacement: Bfl-1 inhibitors, primary screen, biochemical, fluorescence polarization, FITC-Bid, mouse (AID 432) | 0.02% of 64,000 active | FITC-Bid BH3 peptide fluorescence polarization displacement; higher % means a stronger effect | one-dose displacement, % at 20 µM; IC50 in µM for titrated hits | Bcl-2-related protein A1 (Mus musculus); in the data active = a potency from the dose series; inactive = the rest, 99 in 100 with displacement below about 15%; also: strong numbers were not always called active
HPDE-C7 viability: cytotoxicity in HPDE-C7 cells, cell-based, fluorescence, HTS (AID 430); cytotoxicity, % at 10 µM; hits with a dose series show EC50 in µM; 1.8% of 63,000 active; HPDE-C7 pancreatic duct cells viability, fluorescence; higher % means a stronger effect;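 also: cells exposed to compound for 48 hours before viability readout; 0% = vehicle and 100% = reference cytotoxic drug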
HT1080 viability: cytotoxicity in HT1080 fibrosarcoma cells, cell-based, fluorescence readout (AID 620). HT1080 viability, fluorescence; higher % means a stronger effect. 0.42% of 87,000 active. cytotoxicity, % at 10 µM, or EC50 in µM where a hit was titrated;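 also: cells exposed to compound overnight then 4 h with Alamar Blue; 0% = vehicle DMSO and 100% = killing control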
KRASV12 cytotoxicity: cytotoxicity in KRAS-transformed pancreatic duct cells, primary screen, cell-based, fluorescence, HTS (AID 431); HPDE-C7K KRASV12 cells, Alamar Blue viability, 48 h; higher % means a stronger effect; cytotoxicity, % at 10 µM; hits with a dose series show EC50 in µM; 1.7% of 63,000 active;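 active = compounds whose percent cytotoxicity in the single-dose primary screen, scaled between solvent and toxic-drug controls, exceeds 50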;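 also: 0% = DMSO solvent wells and 100% = doxorubicin-treated wells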
TNAP inhibition: human TNAP enzyme inhibitors, biochemical, luminescent (AID 518); Alkaline phosphatase, tissue-nonspecific isozyme (Homo sapiens); purified TNAP enzyme, luminescent substrate readout; higher % means a stronger effect; inhibition, % at 20 µM, or IC50 in µM where a hit was titrated; 0.09% of 64,000 active; in the data active = a potency from the dose series; inactive = the rest, 99 in 100 with inhibition below about 22%;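 also: plate controls were vehicle for no effect and reference inhibitor for full effect; many of its hits are not listed in these tables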
Spn PMK inh pilot replicates: recorded beside Spn PMK inh, whose call it bears; inhibition, %; measured here: pilot screen replicates
Spn MK inh pilot replicates: recorded beside Spn MK inh, whose call it bears; inhibition, %; measured here: pilot screen replicates
Spn DPM-DC inh pilot screen %: also measured in Spn DPM-DC inh; calls as there; inhibition, %; measured here: pilot screen trials
An asterisk follows results filed as active; i = inactive; · = not tested or not shown; + = active, no number. Rule as the data show it, unless noted: active = cytotoxicity above about 50%; inactive = the rest.

SMILES | Spn MK inh | LYP inhibition | Spn DPM-DC inh | Spn PMK inh | Bfl-1 displacement | HPDE-C7 viability | HT1080 viability | KRASV12 cytotoxicity | TNAP inhibition | others
Cn1c(=O)oc2cc(S(=O)(=O)N3CCN(Cc4ccc5c(c4)OCO5)CC3)ccc21 | 4 | 4% | i | 5 | -2% | -4% | -2% | 6% | 1%
COC(=O)C1=C(C)OC(N)=C(C#N)C1c1ccccc1F (stereo not given) | 13 | 4% | i | 14 | 2% | · | 3% | · | 10%
CSC1=NCCN1C(=O)c1cccc(Br)c1 | 6 | 7% | i | 10 | -8% | 2% | -1% | 7% | 4%
COc1ccc(-c2nc(SC)n(C)c(=O)c2C#N)cc1OC | 5 | 9% | i | 4 | -8% | -11% | 6% | 4% | 9%
Cc1ccc(C(=O)CS(C)(=O)=O)cc1 | 11 | 3% | i | 8 | -2% | -21% | 1% | -30% | 14%
Cn1c(=O)c2c(-c3ccccc3)n(CCCN3CCOCC3)cc2n(C)c1=O | 8 | · | i | 6 | -2% | -14% | 0% | -13% | 2% | Spn PMK inh pilot replicates=0.0;Spn MK inh pilot replicates=1.5;Spn DPM-DC inh pilot screen %=0.0
Cc1cc(C)c(S(=O)(=O)Nc2cccc3nsnc23)c(C)c1 | 0 | 6% | i | 15 | -2% | 24% | 24% | 17% | 3%
Cc1ccc(-c2cc3nc(C)cc(NCc4ccco4)n3n2)cc1 | 5 | 12% | i | 2 | 1% | 12% | 48% | 21% | 11%
CC1CCN(CC(=O)Nc2sc3c(c2C#N)CCC3)CC1 | 3 | -3% | i | 12 | -3% | -3% | -5% | 10% | 1%
Cc1cc(C)n(-c2ccc(C(=O)Nc3ccccc3N3CCOCC3)cc2)n1 | 3 | 9% | i | 8 | 0% | -4% | -3% | 4% | 0%
CC1CCN(c2nc(-c3ccncc3)nc3ccccc23)CC1 | 6 | 3% | i | 6 | -8% | -1% | -32% | -3% | 6%
Cc1cc(=O)c2ccccc2[nH]1 | 0 | 16% | i | 10 | -1% | -8% | 26% | -4% | 1%
COc1cc(N=c2ssnc2Cl)cc(OC)c1OC | 4 | 8% | i | 18 | 1% | 12% | 1% | 2% | -1%
COc1ccc(C2CC(C(F)(F)F)n3ncc(C(=O)NCC4CCCO4)c3N2)cc1OC (stereo not given) | 13 | 9% | i | 0 | -12% | 15% | · | 10% | 11%
CCCCn1c(CCCNC(=O)CC)nc2ccccc21 | 9 | · | i | 3 | 8% | -9% | -2% | 0% | 10%
COc1ccc(Cn2c(=O)c3c(nc(NCCO)n3C)n(C)c2=O)cc1 | 0 | -9% | i | 3 | 2% | 12% | 38% | 22% | 6%
O=c1c2ccccc2nc(CSc2nnnn2-c2ccccc2)n1-c1ccccc1 | 32 | -1% | i | 0 | -4% | -1% | -2% | -3% | 9%
Nn1c(SC/C=C/c2ccccc2)nnc1-c1ccccn1 | 9 | -17% | i | 1 | 0% | -11% | -3% | 1% | 7%
C/C=C(\C)CN1CCN(c2cc(C)ccc2C)CC1 | 36 | · | i | 0 | -6% | -3% | -3% | -4% | -8%
CC(C)OCCCn1c(=S)[nH]c2ncccc2c1=O | 6 | · | i | 16 | 4% | -9% | -4% | 9% | 5%
CC(=O)c1ccc(NC(=O)CSc2nnc(-c3ccoc3C)n2Cc2ccccc2)cc1 | 8 | 1% | i | 14 | 1% | -14% | 1% | -4% | 8% | Spn PMK inh pilot replicates=4.5;Spn MK inh pilot replicates=4.5;Spn DPM-DC inh pilot screen %=4.0
O=C(Cc1coc2ccc3ccccc3c12)N1CCCC1 | 4 | 7% | i | 5 | -4% | 14% | 5% | 17% | 8%
CCOC(=O)N1CCC(NC(=O)Cc2ccc(-n3c(=O)[nH]c4ccccc4c3=O)cc2)CC1 | 4 | 6% | i | 7 | -2% | -1% | -1% | 8% | 15% | Spn PMK inh pilot replicates=3.5;Spn MK inh pilot replicates=0.0;Spn DPM-DC inh pilot screen %=0.0
COc1ccc(-n2nnnc2SCC(=O)NCCc2ccc(OC)c(OC)c2)cc1 | 1 | 15% | i | 0 | -9% | 0% | -21% | -4% | 8%
Cc1ccc(S(=O)(=O)N(C)CC(=O)Nc2nc3ccccc3s2)cc1 | 8 | -3% | i | 4 | 0% | 2% | -3% | 7% | 12%
Cc1ccc(C(=O)C2CCN(CC(=O)Nc3ccc(N(C)C)cc3)CC2)cc1 | 0 | 6% | i | 22 | -1% | -10% | -1% | -2% | 12%
COc1ccc(NC(=O)Cc2nc3ccccc3[nH]2)cc1 | 5 | 14% | i | 5 | 1% | 0% | 1% | -16% | 2%
Cc1cc(NC(=O)c2cccc(S(=O)(=O)N3CCCCCC3)c2)n(-c2ccccn2)n1 | 0 | · | i | 4 | -4% | -4% | 1% | -7% | -6%
O=C(NC1CCS(=O)(=O)C1)C1CCCCN1S(=O)(=O)c1ccc(Cl)cc1 (stereo not given) | 6 | · | i | 5 | 3% | -4% | 4% | -8% | 9%
CNC(=O)CSc1nnnn1-c1ccc(C)cc1C | 6 | · | i | 0 | -8% | 13% | -6% | 9% | 13%
COC(=O)C1=C(C)N(C)C(=O)NC1c1ccc(O)c(OC)c1 (stereo not given) | 6 | 5% | i | 8 | -7% | -13% | -3% | -14% | 4%
COCCn1c(C)cc(C(=O)COc2nc3ccccc3nc2C)c1C | 9 | 3% | + | 13 | 1% | 8% | -8% | -3% | 3%
Cc1ccc(S(=O)(=O)N(CC(=O)N2CCOCC2)CC(=O)N2CCOCC2)cc1 | 5 | 13% | i | 6 | -4% | 16% | 10% | 15% | 2% | Spn PMK inh pilot replicates=1.0;Spn MK inh pilot replicates=12;Spn DPM-DC inh pilot screen %=0.5
C=CCN=C(NC#N)SCC(=O)NCc1ccccc1 | 7 | 10% | i | 8 | 1% | -31% | -10% | -16% | 11%
COc1ccc(C2C(C(N)=O)=C(C)Nc3nc(-c4cccc(Cl)c4)nn32)cc1OC (stereo not given) | 3 | 5% | i | 10 | 8% | 12% | 7% | 8% | 8%
O=C(CSc1nnc(NC(=O)C2CC2)s1)Nc1ccc(F)cc1 | 6 | 6% | i | 7 | -5% | -9% | -1% | -16% | 1%
CC1CCN(C(=O)N[C@@H](Cc2ccccc2)C(=O)O)CC1 | 8 | -7% | i | 13 | -6% | -18% | -3% | -16% | 0%
CCSc1nc(-c2ccc(OC)cc2)ccc1C#N | 2 | 6% | i | 0 | -9% | -6% | -8% | -16% | 20% | Spn PMK inh pilot replicates=2.5;Spn MK inh pilot replicates=1.5;Spn DPM-DC inh pilot screen %=1.5
NC(=O)C1(N2CCCCC2)CCN(C(=O)c2cccs2)CC1 | 0 | -4% | i | 0 | -3% | -12% | 3% | 2% | -2%
COc1ccccc1CCNC(=O)C1CCCO1 (stereo not given) | 0 | 2% | i | 3 | -7% | 18% | -3% | 12% | 19% | Spn PMK inh pilot replicates=6.0;Spn MK inh pilot replicates=0.0;Spn DPM-DC inh pilot screen %=0.0
Cc1cc(NC(=O)c2cc(-c3ccncc3)nc3c(C)cccc23)no1 | 2 | 3% | i | 2 | 50% | 65%* | 39% | 68%* | 5%
CCOC(=O)C(C)c1nc2ccccc2[nH]c1=O (stereo not given) | 3 | · | i | 7 | -9% | 0% | -9% | -8% | 8%
CCCCN1C(=O)C2ON(c3ccccc3C)C(c3ccco3)C2C1=O (stereo not given) | 9 | 7% | i | 0 | -2% | -11% | 16% | -2% | 6%
COC(=O)c1cc(Br)c(=O)n(CCc2ccccc2)c1 | 5 | · | i | 13 | -2% | 14% | 9% | 17% | 6%
COc1cccc(OCCOc2cccc(/C=N/n3cnnc3)c2)c1 | 14 | 2% | i | 0 | 7% | -2% | -2% | -3% | 13%

Not a retest: entries from further up.
SMILES | Spn MK inh | LYP inhibition | Spn DPM-DC inh | Spn PMK inh | Bfl-1 displacement | HPDE-C7 viability | HT1080 viability | KRASV12 cytotoxicity | TNAP inhibition | others
COc1cc(N=c2ssnc2Cl)cc(OC)c1OC | 4 | 8% | i | 18 | 1% | 12% | 1% | 2% | -1%
COc1ccc(C2CC(C(F)(F)F)n3ncc(C(=O)NCC4CCCO4)c3N2)cc1OC (stereo not given) | 13 | 9% | i | 0 | -12% | 15% | · | 10% | 11%

(list continues)
SMILES | Spn MK inh | LYP inhibition | Spn DPM-DC inh | Spn PMK inh | Bfl-1 displacement | HPDE-C7 viability | HT1080 viability | KRASV12 cytotoxicity | TNAP inhibition | others
O=C(CN1C2=NCCCN2c2ccccc21)c1cccs1 | 0 | -1% | i | 1 | -1% | -5% | 1% | -13% | 4%
CC(C)OC(=O)c1nnn(-c2nonc2N)c1CN1CCCCCC1 | 6 | 9% | i | 7 | 0% | -14% | -1% | -14% | 19%
COc1ccccc1N(C(=O)Cn1nnc2ccccc21)C(C(=O)NCc1ccco1)c1ccc(C)o1 (stereo not given) | 14 | · | i | 10 | -2% | 3% | 9% | 5% | 4%
Cc1ccc(S(=O)(=O)c2nc(N3CCOCC3)sc2Cl)cc1 | 11 | -8% | i | 0 | 7% | 5% | 9% | -1% | 8%
O=C(Nc1ccc(S(=O)(=O)N2CCCc3ccccc32)cc1)C1CCCO1 (stereo not given) | 7 | 10% | i | 13 | 5% | 3% | -3% | 12% | 6%
Cc1ccccc1-n1c(=O)cc(N2CCc3ccccc3C2)[nH]c1=O | 7 | 0% | i | 9 | -4% | -2% | -4% | 0% | 8%
Cc1noc(C)c1COC(=O)c1ccccc1Sc1ccccc1C#N | 3 | 0% | i | 0 | -5% | 9% | 26% | 14% | 12%
NC(=O)c1c(NC(NC(=O)c2ccco2)(C(F)(F)F)C(F)(F)F)sc2c1CCCC2 | 11 | 6% | i | 6 | -6% | 43% | -3% | 51%* | 13%
CC(C)Oc1cccc(C(=O)O)c1 | 15 | 1% | i | 12 | -8% | -2% | -10% | -4% | 8%
CS(=O)(=O)N1CCN(c2nc(-c3ccc(F)cc3)cs2)CC1 | 4 | -2% | i | 6 | 4% | -10% | -6% | -8% | -5%
Cc1nn2c(N)csc2nc1=O | 9 | 6% | i | 15 | 26% | 6% | -3% | 3% | 10%
COC(=O)c1cc(C(=O)OC)n(Cc2ccc(F)cc2)n1 | 0 | 4% | i | 12 | -2% | 6% | -1% | -6% | 4%
Cc1c(C(=O)N2CCN(CCc3ccccc3)CC2)oc2ccccc12 | 7 | -1% | i | 0 | 2% | 9% | -7% | 2% | 1%
CCCOc1cccc(C2/C(=C(/O)c3ccc(F)cc3)C(=O)C(=O)N2CCN(C)C)c1 (stereo not given) | 0 | 8% | i | 9 | 2% | -10% | -4% | -25% | 7%
Nc1ccc(SCCN2C(=O)c3ccccc3C2=O)cc1 | 10 | -4% | i | 4 | 3% | -6% | -9% | -8% | 10%
